Screens as filed in PubChem.
PLK1 PBD block – PLK1 (human) polo-box domain binding inhibition; Plk1 PBD binding of FITC phosphopeptide, fluorescence polarization; Potency, µM, inactives show max response, negative = inhibition, actives largely listed as inhibitors; 2.8% of 360,000 active; AID 720504; note: potency is the fitted concentration of half-maximal effect; series mostly up to about 57 µM; % is set by controls: 0 for no effect and ±100 for the full control effect; nearly all actives have a fitted effect of over 65% in size
PI5P4Ka inh – inhibitors of human PI5P4K alpha | P48426 | PI5P4Kalpha enzyme, ADP-Glo luminescence, 60 min; hits give low values | max response, % | 1.2% of 330,000 active | AID 652105; active = max response of -50% or lower; inconclusive = between -30% and -50%; inactive = -30% or higher; note: value at the top dose of about 77 µM; % is set by controls: 0 for no effect and ±100 for the full control effect
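Single end-point luminescence (ADP-Glo) quantified ADP from PI5P4Kalpha turnover; ATP 5 microM final, 1 h at RT, 0.1% CHAPS and 0.28 mM EGTA in HEPES pH 7.4.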
WRN helicase inh – WRN helicase (human) inhibition | Q14191 | WRN helicase unwinding, fluorescent forked duplex, kinetic | Potency, µM (top dose mostly 114 µM), without a hit: top-dose activity change, negative = inhibition, most hits filed as inhibitors | 0.46% of 360,000 active; note: potency is the fitted concentration of half-maximal effect; % is set by controls: 0 for no effect and ±100 for the full control effect; nearly all actives have a fitted effect of over 55% in size
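Fluorescence dequenching readout, ex 525 nm/em 598 nm, kinetic mode: forked duplex DNA (100 nM final) with adjacent fluorophore and quencher unwound by WRN (20 nM final) with 2 mM ATP. Compound preincubation 15 min, room temperature.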
D3 ag – agonists of human D3 dopamine receptor; max activation, %; D3R DiscoveRx beta-arrestin cells, luminescence, 90 min; AID 652048; 0.58% of 410,000 active; P35462; in the data active = max activation above about 30%; note: 0% is about no effect; mostly tested at two doses, the higher about 12 µM
Target sequence (P35462 whole entry, looked up): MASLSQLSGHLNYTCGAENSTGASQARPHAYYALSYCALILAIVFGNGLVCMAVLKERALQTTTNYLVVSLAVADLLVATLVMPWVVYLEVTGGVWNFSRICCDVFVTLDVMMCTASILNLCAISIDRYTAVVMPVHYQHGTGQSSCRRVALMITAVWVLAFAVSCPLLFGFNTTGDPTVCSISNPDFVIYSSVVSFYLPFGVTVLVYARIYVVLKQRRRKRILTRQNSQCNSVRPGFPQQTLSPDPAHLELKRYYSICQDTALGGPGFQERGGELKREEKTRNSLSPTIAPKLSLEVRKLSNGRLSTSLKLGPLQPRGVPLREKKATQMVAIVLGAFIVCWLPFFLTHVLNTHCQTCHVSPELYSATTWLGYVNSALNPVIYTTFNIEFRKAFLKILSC
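Agonist-mode cell screen: cells plated at 1500/well and incubated overnight at 37 °C, then exposed to library compounds for 90 min at 37 °C. Detection reagent was added for 30–60 min at room temperature, and luminescence was read.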
DRD3 antagonist – D3 dopamine receptor (human) antagonism. D3R cells, DiscoveRx beta-arrestin luminescence, antagonist mode; hits give low values. max response, negative = inhibition, %. 2.5% of 360,000 active; in the data active = max response below about -50%; inconclusive = no clear call, values can overlap the other calls; note: % is set by controls: 0 for no effect and ±100 for the full control effect; mostly tested at two doses, the higher about 12 µM
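Cells expressing the human receptor were seeded at 1500 cells/well, incubated overnight at 37 degrees C in 5% CO2, then exposed to library compounds with dopamine controls for 90 minutes at 37 degrees C before luminescent detection.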
GLP-1R inv ag – inverse agonists of human GLP-1 receptor; HEK293 GLP-1R CRE-luciferase, luminescence, 24 h; GLP-1R form is constitutively active; Potency, µM (top dose mostly 38.3 µM), for inactives: at the highest dose activity change, negative = inhibition, hits mostly inhibitors; 1.6% of 410,000 active; AID 624417; note: potency is the fitted concentration of half-maximal effect; % is set by controls: 0 for no effect and ±100 for the full control effect; nearly all actives have a fitted effect of over 55% in size
Target sequence (P43220 whole entry, looked up): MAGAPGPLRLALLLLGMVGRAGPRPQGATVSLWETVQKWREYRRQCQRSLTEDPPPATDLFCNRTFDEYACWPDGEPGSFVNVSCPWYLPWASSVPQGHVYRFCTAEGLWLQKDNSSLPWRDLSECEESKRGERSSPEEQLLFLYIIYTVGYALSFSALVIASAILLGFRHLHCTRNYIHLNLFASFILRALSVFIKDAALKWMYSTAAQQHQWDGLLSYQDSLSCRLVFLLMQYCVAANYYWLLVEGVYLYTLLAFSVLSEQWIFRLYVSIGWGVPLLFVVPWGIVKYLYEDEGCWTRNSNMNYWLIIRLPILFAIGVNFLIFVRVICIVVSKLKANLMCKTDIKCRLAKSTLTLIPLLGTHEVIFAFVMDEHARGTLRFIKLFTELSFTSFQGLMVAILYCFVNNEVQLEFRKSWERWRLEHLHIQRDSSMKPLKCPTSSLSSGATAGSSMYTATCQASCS
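Inverse agonism was detected as reduced cAMP-driven luciferase luminescence after 24 h compound treatment. The cells were HEK293 clones expressing constitutively active human GLP-1R with the reporter. Reporter-only and GPR119 cell lines served as counterscreen controls.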
IL2 activator – activates IL-2 in a cell-based reporter assay. IL-2 activation reporter assay, cell-based qHTS; stimulated with anti-CD3/CD4/CD28 beads; in transgenic mouse T cells. activation, % (series mostly up to about 46 µM). 0.065% of 360,000 active; in the data active = activation above about 50%; inconclusive = mostly about 30% to 49%; note: 0% is about no effect
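EGFP and DsRed fluorescence is measured by plate cytometry in unstimulated transgenic mouse T cells exposed to compound for 60 minutes, then stimulated 18 hours at 37 degrees C with anti-CD3/anti-CD4 beads plus anti-CD28.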
GLP-1R agonist – GLP-1 receptor (human) agonism. P43220. HEK293 GLP-1R CRE-luciferase, luminescence, 4-6 h; cells express a hypersensitive GLP-1R form. Potency, µM (titrated, usually from 45.6 µM), without a hit: top-dose activation, actives largely listed as activators. 0.007% of 380,000 active; note: potency is the fitted concentration of half-maximal effect; % of control where 0% means no effect
HEK293 tox – cytotoxicity counter-screen for GLP-1 receptor inverse agonists; HEK293 cAMP-luciferase reporter cells, luminescence, 24 h; Potency, µM (doses to about 38.3 µM), for the others: top-dose activity change, negative = inhibition, hits mostly inhibitors; 0.13% of 410,000 active;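 note: loss of luciferase light is scored as toxicity; potency is the fitted concentration of half-maximal effect; % is set by controls: 0 for no effect and ±100 for the full control effect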
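Compound-treated cells are incubated 24 hr at 37 deg C under 5% CO2 after a 12 hour attachment period, then luciferase detection reagent is added and luminescence is measured following 12 min at room temperature; lowered signal indicates toxicity.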
* = called active by the depositor; ? = inconclusive; . = no result given; [ ] = dose if it differs, or a comment. Unless noted, calls come from the whole dose curve; as a rule, active = well fitted curve in the direction sought with a large enough effect; inconclusive = small, poorly fitted or top-dose-only effect, or another doubt; inactive = no such curve, though single readings can be large; an effect the other way counts as inactive or inconclusive.

canonical_smiles,WRN helicase inh,PLK1 PBD block,IL2 activator,D3 ag,HEK293 tox,GLP-1R inv ag,GLP-1R agonist,PI5P4Ka inh,DRD3 antagonist
COc1cc(OC)cc(C(=O)Nc2cccc3nc(C)ccc23)c1,8%,-13%,-1.5,2,?,-15%,9%,5,3
N#Cc1ccc2c(c1)nc1ccccn12,-34%,-15%,-2.9,-7,12%,26%,8%,2,-6
N#Cc1nc(COc2ccccc2F)oc1NCCc1ccccc1,-13%,-5%,-3.0,-4,10%,?,4%,0,-21
CCOc1ccc(N2Cc3ccccc3C2)cc1,3%,-12%,0.5,-3,?,3%,6%,-11,-12
O=C(NCc1csc(-c2cccs2)n1)C1CC1,-7%,-6%,1.6,7,-2%,15%,8%,0,-1
Cc1sc2ncn(CC(=O)NCC(=O)N(C)C3CCCCC3)c(=O)c2c1C,-4%,-8%,-2.3,18,-1%,4%,13%,.,-14
Cc1c(C(=O)NNC(=S)Nc2ccc(S(N)(=O)=O)cc2)oc2ccccc12,-5%,?,-1.6,10,5%,42%[activator],-2%,-13,-6
CCCN(CCC)CCCNC(=O)CC(C(=O)N1CCc2ccccc21)n1ccnc1 (configuration not stated),-1%,-7%,-2.6,-14,8%,0%,1%,.,0
C=CCn1c(SCC(=O)Nc2nncs2)nnc1-c1ccco1,6%,-3%,0.8,5,9%,5%,3%,-1,5
N#Cc1ccccc1CN1C(=O)S/C(=C/c2cccn2-c2ccc(C(=O)O)cc2)C1=O,-27%[57.1 µM],-21%,3.5,5,-8%,?,-21%,-18,-1
COc1cc(-c2cc(=O)c3c(O)c(OC)c(OC)c(OC)c3o2)cc(OC)c1OC,1%,2%,-1.0,3,0%,20%,1%,12,19
CC(C)[C@H](NC(=O)[C@@H]1CSC2c3ccccc3C(=O)N21)C(=O)NC1CCCC1 (some centres not stated),-7%,-3%,-0.1,1,6%,-18%,-2%,-4,11
CC1(C)Cc2c(sc3nc4n(c(=N)c23)CCCCC4)CO1,-1%,0%,-0.4,-1,9%,11%,0%,-4,0
Oc1ccc(Br)cc1CNc1cnc2ccccc2c1,3%,3%,0.7,1,-8%,11µM*,-5%,14,-2
Cc1ccc(S(=O)(=O)NN)c(C)c1N1CCCC1=O,-3%,?,2.4,1,-1%,2%,2%,6,-15
Cn1c(SCC(=O)Nc2ccccc2O)nnc1-c1ccco1,-8%,4%,-2.7,1,-6%,19%,8%,-10,15
CCCC12CN3CCN(CC(C3)/C1=N\NC(=O)c1ccc(F)cc1)C2,1%[57.1 µM],-11%,0.2,-3,2%,10%,0%,1,8
CCc1nnc(NC(=O)CN2C(=O)NC3(CC(C)CC(C)(C)C3)C2=O)s1 (configuration not stated),7%,-1%,1.9,5,-1%,9%,-4%,1,8
CC(=O)Nc1ccc(S(=O)(=O)Nc2ccc3c(c2)OCCO3)cc1,-5%,-4%,0.9,8,-9%,-18%,10%,-1,-20
CCCCn1nnnc1C(c1ccccc1)N1CCN(c2ccc(C(F)(F)F)cc2[N+](=O)[O-])CC1 (configuration not stated),-3%,-3%,2.3,-12,-12%,?,2%,-3,-7
O=C(N/N=C/c1cccc([N+](=O)[O-])c1)c1c[nH]c2ccccc12,-7%,-11%,-2.6,-17,-14%,-2%,19%,-4,?
Cc1ccccc1NC(=O)CSc1nc2ccccc2o1,3%,-1%,-1.8,5,-11%,-5%,-8%,.,10
COc1ccc(NC(=O)CSc2n[nH]c(CNc3cccc(C)c3)n2)cc1,-10%,-7%,-0.6,-4,-6%,-2%,5%,2,6
O=[N+]([O-])c1ccc(S(=O)(=O)CC(CN2CCCCC2)N2CCCCC2)cc1 (configuration not stated),-3%,?,-1.1,-5,0%,11%,3%,-3,?
COc1cccc(NC(=O)c2cccc(Cl)c2)c1,-1%,6%,-0.6,15,1%,-4%,3%,1,29
O=C(Cn1c(COc2ccccc2)nc2ccccc21)Nc1cc(Cl)cc(Cl)c1,-14%[57.1 µM],4%,-2.2,1,-7%,14%,4%,4,-6
O=[N+]([O-])c1cc([N+](=O)[O-])c(Oc2c(Cl)cccc2Cl)cc1NN1CCCCC1,-2%,-14%,-5.1,7,13%,5%,-5%,-3,-12
Cc1cccc(N2N=C(C(=O)Nc3nc(C)cs3)CCC2=O)c1,-1%,-8%,-2.3,-2,5%,-9%,-1%,5,10
CC(C)(C)Nc1ncnc2c1cnn2-c1ccccc1,4%,-8%,-2.3,-2,-16%,?,1%,2,22
CC1(C)Oc2ccc3ccc(=O)oc3c2/C(=C/NNC(N)=S)C1=O,-28%,-11%,-0.3,5,-3%,79%[activator],15%,-30,11
CC(C)c1ccc(NC(=O)C2C3C=CC4(O3)C2C(=O)N(CCCN2CCOCC2)C4C(=O)NC2CCCCC2)cc1 (configuration not stated),1%,-8%,1.7,-3,-8%,?,4%,-8,-8
Cc1ccc(-n2cc(CN3CCCN(C=O)CC3)c(-c3ccc(F)cc3)n2)cc1,-4%,2%,-3.9,-19,-8%,?,14%,3,?

Record cards (already shown). Order of screens: WRN helicase inh | PLK1 PBD block | IL2 activator | D3 ag | HEK293 tox | GLP-1R inv ag | GLP-1R agonist | PI5P4Ka inh | DRD3 antagonist
COc1cccc(NC(=O)c2cccc(Cl)c2)c1 in the list: -1% | 6% | -0.6 | 15 | 1% | -4% | 3% | 1 | 29
N#Cc1nc(COc2ccccc2F)oc1NCCc1ccccc1 in the list: -13% | -5% | -3.0 | -4 | 10% | ? | 4% | 0 | -21

Next part:
canonical_smiles,WRN helicase inh,PLK1 PBD block,IL2 activator,D3 ag,HEK293 tox,GLP-1R inv ag,GLP-1R agonist,PI5P4Ka inh,DRD3 antagonist
Cc1ccccc1OCC(=O)NNC(=O)c1ccoc1C,-10%,-5%,-0.1,5,-8%,11%,2%,2,-17
Clc1cccc(Cl)c1CSc1nnc(-c2ccncc2)s1,-10%,-3%,0.2,8,-1%,47%[activator],11%,9,18
O=C(COC(=O)C1CC(=O)N(Cc2ccccc2)C1)Nc1ccccc1F (configuration not stated),3%,-2%,1.0,-6,4%,11%,-1%,3,-5
CCO[C@@H]1OC(C(=O)N2CCOCC2)=C[C@H](C)[C@H]1CCCO,3%,0%,0.0,7,10%,10%,-4%,3,20
NC(=O)c1cc(S(=O)(=O)Nc2cccc(F)c2)co1,-4%,?,-0.6,6,8%,3%,-2%,1,4
NNC(=O)c1nc(-c2ccccc2)cc(-c2ccccc2)n1,1%,2%,1.2,2,-11%,-19%,-3%,1,-6
Clc1cccc(Cl)c1Cn1ccc(C2CC2)n1,-21%,-12%,-0.1,5,7%,?,7%,1,5
O=S(=O)(c1cnc[nH]1)N1CCCCCC1,2%,0%,-2.6,-3,-13%,10%,2%,5,6
COc1cccc(C(=O)NCC(=O)OCC(=O)c2ccccc2)c1,6%,-7%,-0.9,-15,15%,0%,0%,-2,0
Cc1ccc(-c2c3c(=O)n(C)c(=O)n(C)c3cn2Cc2cccnc2)cc1,4%,-30%,-0.4,3,-18%,1%,5%,3,1
Cc1cccc(NC(=S)NC(NC(=O)OCc2ccccc2)C(Cl)(Cl)Cl)c1 (configuration not stated),-3%,-11%,-0.6,-15,?,12%,-3%,.,-18
COc1ccc(-c2oc3ncnc(NCCCN(C)C)c3c2-c2ccc(OC)cc2)cc1,-12%[11.6 µM],-23%,-2.6,-17,-20%,?,25%,-3,-104*
O=C(/C=C/NCc1cccnc1)C(F)(F)C(F)(F)F,-16%,0%,-1.9,8,3%,-7%,0%,5,19
Cc1cc(C)c(S(=O)(=O)N2CCCOC2CNC(=O)C(=O)NCCC2=CCCCC2)c(C)c1 (configuration not stated),-4%,-3%,-0.4,-7,6%,1%,-1%,-4,-8
CC(=O)Nc1ccc(NC(=O)CNC(=O)c2cccc(C)c2)cc1,7%,-9%,0.7,1,14%,1%,2%,5,-19
CCCn1c(NC(=O)C2CCN(C(=O)c3ccc(F)cc3)CC2)nc2ccccc21,-35%,-13%,-3.8,0,14%,-18%,6%,-10,-12
CCOC(=O)C1CCCN(C(=O)C2CCN(S(=O)(=O)CC)CC2)C1 (configuration not stated),0%,0%,1.0,4,-30%,5%,0%,.,10
Cc1ccsc1/C=C(\CC(=O)O)c1nc2ccccc2o1,0%,-12%,-2.0,8,-12%,15%,-1%,1,-6
Cc1cc(-c2ccccc2)c2c(=O)[nH][nH]c2n1,-20%[57.1 µM],7%,0.8,5,-4%[1.53 µM],-9%,-7%,-8,10
Cc1cc(C)c(NC(=O)C2=CCN(S(=O)(=O)c3ccc(F)cc3)CC2)c(C)c1,-2%,-9%,-1.9,1,-15%,-13%,-1%,4,-19
CC(Oc1ccc(Cl)cc1)C(=O)Nc1ccccc1C(=O)N1CCOCC1 (configuration not stated),2%,3%,-0.7,1,8%,14%,1%,2,1
Cc1ccc2c(c1)c1c(c(=O)n(-c3ccccc3C)c(=O)n1Cc1ccccc1F)n2C,.,.,.,1,-3%,-2%,2%,.,.
CC[C@@]1(C(=O)OC)N[C@H](CN(C)C(=O)C2CCCCC2)[C@@H]2C(=O)N(Cc3ccccc3)C(=O)[C@@H]21,-6%,-12%,0.2,-13,6%,9%,-2%,4,21
COc1ccccc1Nc1nc(N)nc(CCl)n1,-12%,-16%,-6.7,-6,?,4%,6%,-2,-1
COc1ccc(CSc2nncn2N)cc1Br,-5%,2%,-0.2,-2,6%,15%,-3%,-4,0
O=C1c2ccc(Oc3ccc([N+](=O)[O-])cc3)cc2C(=O)N1c1ccncc1,3%,0%,0.0,16,-1%,3%,0%,1,9
Cc1onc(-c2ccccc2)c1-c1ccnn1S(=O)(=O)c1ccc(Cl)cc1,-8%,-5%,0.0,5,?,?,11%,-1,13
CCCCC1(c2ccc(F)cc2)NC(=O)N(CC(=O)Nc2ccc(N3CCOCC3)cc2)C1=O (configuration not stated),-3%,-16%,-0.5,1,-6%,-15%,-7%,-1,-15
CCCCCC(=O)NC(=S)NNC(=O)c1ccc([N+](=O)[O-])cc1,-16%,-29%,-0.4,0,-19%,2%,0%,-1,-5
